# PLCg1 inh – PLC-gamma1 (human) inhibition, primary screen; purified PLC-gamma1, fluorogenic substrate, fluorescence; AID 720700; inhibition, % at 12.2 µM; 0.84% of 370,000 active; P19174; in the data active = inhibition above about 9.5%
# ADAM17 inh – ADAM17 inhibition, QFRET primary screen. recombinant ADAM17, EDANS/DABCYL FRET peptide cleavage. 0.83% of 370,000 active. P78536. inhibition, % at 6.95 µM;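 active = inhibition above the mean of compounds lying between control limits plus 3 SD, set per campaign, cut at about 8.5% in these data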;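 note: 0% = DMSO-only wells as the low control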
# Target sequence (P78536 215-824 limits assumed): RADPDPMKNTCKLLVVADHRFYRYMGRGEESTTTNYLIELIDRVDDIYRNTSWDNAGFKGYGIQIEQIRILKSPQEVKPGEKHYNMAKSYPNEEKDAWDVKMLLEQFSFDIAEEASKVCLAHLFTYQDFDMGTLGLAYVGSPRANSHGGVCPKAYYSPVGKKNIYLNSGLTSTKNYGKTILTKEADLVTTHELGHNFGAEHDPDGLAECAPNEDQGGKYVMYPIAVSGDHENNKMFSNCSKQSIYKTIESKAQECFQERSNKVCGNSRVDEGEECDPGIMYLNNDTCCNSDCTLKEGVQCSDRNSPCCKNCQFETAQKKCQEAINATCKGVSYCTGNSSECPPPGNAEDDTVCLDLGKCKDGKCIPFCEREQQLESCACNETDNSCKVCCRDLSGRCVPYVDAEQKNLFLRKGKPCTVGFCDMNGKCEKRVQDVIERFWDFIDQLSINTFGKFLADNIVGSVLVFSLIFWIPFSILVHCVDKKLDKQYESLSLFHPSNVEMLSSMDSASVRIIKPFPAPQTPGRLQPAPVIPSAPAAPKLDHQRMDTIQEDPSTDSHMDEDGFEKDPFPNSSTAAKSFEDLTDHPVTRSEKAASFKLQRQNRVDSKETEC
# ssDAF-12 act – activates DAF-12 receptor from parasite S. stercoralis; 1% of 370,000 active; AID 652126; activation, % at 6.8 µM; HEK293 ssDAF-12/GRIP1 lit1-tk-luc reporter, luminescence; % of 3 µM dafachronic acid response;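 active = activation above the mean over all tested compounds plus 3 SD, cut at about 0.9% in these data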;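 note: 0% = DMSO-only wells and 100% = 3 µM delta7-dafachronic acid wells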
# PLC-beta3 inh – blocks human PLC-beta3 enzyme activity | Purified PLC-beta3, fluorogenic substrate, fluorescence | AID 720704 | 0.18% of 370,000 active | Q01970 | inhibition, % at 12.2 µM; in the data active = inhibition above about 11%;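 note: 0% = median of compound wells on plate and 100% = full blocker control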
# Rev-erbA mod – modulators of human Rev-erb alpha DNA binding; 0.79% of 370,000 active; Rev-erbα–FITC-DNA binding, fluorescence polarization, 90 min; activity, % at 10 µM; AID 1259318; P20393;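 active = activity above about 14%, limit read from the data; passing the limit was not always enough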;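 note: 0% = DMSO wells with 35 nM protein and 100% = DMSO wells with 750 nM protein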
# MBD2 DNA inh – blocks human MBD2 binding to methylated DNA; Q9UBB5; TR-FRET, MBD2 binding to methylated oligonucleotide; inhibition, % at 4.4 µM; 0.31% of 370,000 active; AID 686964; in the data active = inhibition above about 13%
# Target sequence (Q9UBB5 whole entry, looked up): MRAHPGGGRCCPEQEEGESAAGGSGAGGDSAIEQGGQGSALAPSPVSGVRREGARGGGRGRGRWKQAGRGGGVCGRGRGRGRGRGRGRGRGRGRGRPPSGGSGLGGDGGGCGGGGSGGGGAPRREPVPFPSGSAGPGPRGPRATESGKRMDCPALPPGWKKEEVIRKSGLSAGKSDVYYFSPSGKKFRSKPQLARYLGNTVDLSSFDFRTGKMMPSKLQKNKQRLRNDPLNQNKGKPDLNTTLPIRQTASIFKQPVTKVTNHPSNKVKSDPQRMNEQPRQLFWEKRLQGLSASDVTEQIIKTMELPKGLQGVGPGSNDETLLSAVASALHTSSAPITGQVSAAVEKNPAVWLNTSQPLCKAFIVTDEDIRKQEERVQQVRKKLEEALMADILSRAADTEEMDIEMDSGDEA
# hcDAF-12 act – activates DAF-12 receptor from parasite H. contortus. 1.4% of 370,000 active. HEK293 hcDAF-12 lit1-tk-luc reporter, luminescence; 0% DMSO, 100% Δ7-dafachronic acid. AID 652067. activation, % at 6.8 µM;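 active = activation above the mean of all tested compounds plus 3 SD, cut at about 5.5% in these data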;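 note: 100% = response to 3 µM Δ7-dafachronic acid high control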
# SMARCA2 act – SMARCA2 function activation, primary screen; 1% of 370,000 active; activation, % at 9.1 µM; MG213 cells, MMTV-luciferase reporter, dexamethasone, overnight; AID 652017; in the data active = activation above about 7.8%;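 note: 0% = vehicle wells and 100% = reference activator wells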
# hgDAF-12 ag – agonists of H. glycines DAF-12 nuclear receptor; activation, % at 6.8 µM; HEK293 GAL4-hgDAF12 UAS-luciferase reporter, agonist luminescence; normalized to butyrate control; 1.8% of 370,000 active; AID 687014;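 active = activation above a cutoff set at the mean of all screened compounds plus 3 SD, cut at about 10% in these data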;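 note: 0% = DMSO wells and 100% = sodium butyrate wells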
# DAX1 inh-1 – blocks DAX1 repression of SF-1 activated StAR promoter | HEK293T StAR-luciferase reporter, SF-1/DAX-1 repression relief | inhibition, % at 6.8 µM | 1.1% of 370,000 active | AID 652010;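 active = inhibition above the mean over all tested compounds plus 3 SD, cut at about 3.6% in these data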;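 note: 0% = DAX-1 cells with DMSO and 100% = cells lacking DAX-1 with DMSO; higher inhibition means more luminescence from relief of DAX-1 repression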
# DAX1 inh-2 – NR0B1 (DAX1) inhibition | 0.99% of 340,000 active | inhibition, % at 6.75 µM | AID 504766 | HEK293 Gal4-DAX1 luciferase reporter, luminescence;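 active = inhibition above the mean over all tested compounds plus 3 SD, cut at about 4.2% in these data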;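 note: 0% = DAX1-transfected cells with DMSO and 100% = empty-vector control cells with DMSO; inhibition shows as a rise in luminescence from relieved DAX1 repression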
# * = called active by the depositor; i = inactive; · = not tested or not shown.
SMILES,PLCg1 inh,ADAM17 inh,ssDAF-12 act,PLC-beta3 inh,Rev-erbA mod,MBD2 DNA inh,hcDAF-12 act,SMARCA2 act,hgDAF-12 ag,DAX1 inh-1,DAX1 inh-2
COC(=O)c1c(-c2cc(C)ccc2C)csc1NC(=O)C1CC=CCC1C(=O)O (stereo not drawn),-5,1,-1.7,-2,2,-1,-0.9,0,-2.9,-0.3,0.1
COc1ccccc1OC(C)C(=O)O (stereo not drawn),0,-5,-1.3,0,-3,0,2.9,2,-2.2,0.5,0.3
O=S(=O)(/C=C/c1ccccc1)N1CCNCC1,1,1,-0.9,-4,4,-3,2.9,-3,0.7,-0.3,-1.1
O=C(CCC1COc2ccccc2O1)NCc1ccccc1 (stereo not drawn),-1,-7,-1.4,-3,-2,3,0.3,0,0.2,-1.1,2.9
CN(C)CCN(C(=O)c1ccc2ccccc2c1)c1nc2ccc(Br)cc2s1,4,-1,-1.1,-7,-4,1,3.7,2,-0.2,0.7,0.3
CCOCCn1c(=NC(=O)/C=C/c2ccccc2Cl)sc2cc(NC(C)=O)ccc21,-44,-3,-1.6,-56,1,6,-0.3,-3,3.5,0.4,0.3
CC1=CN2C(=NC(=O)CC2(C)C(=O)N(CC(=O)NC2CCCC2)c2ccccc2C)C=C1 (stereo not drawn),-200,i,-1.0,-251,6,6,1.0,-3,-1.9,0.1,0.4
O=C(Cc1ccccc1)N[C@@H]1c2ccccc2CC[C@@H]1OCc1ccccc1,0,-2,-0.8,1,-1,3,-0.5,1,0.8,-0.5,0.8
COc1ccc(CC(=O)Nc2cccc(-c3nnc(-c4cccc(C)c4)o3)c2)cc1OC,2,-4,-2.5,4,-3,10,-4.6,-1,-7.3,-2.4,-2.4
O=C(O)C1CCN(C(=O)Cc2ccccc2)CC1,1,-2,-1.5,-8,-1,6,-0.7,-6,-3.2,-0.3,0.1
CN(C)S(=O)(=O)c1ccc(C(=O)N2CCC(c3nc4ccccc4o3)CC2)cc1,1,-5,-0.9,1,6,1,-0.9,2,-2.9,-0.9,2.5
C/C(=N\NC(=O)CCC(=O)Nc1ccccc1)c1cccs1,-3,3,-1.1,2,-1,0,-5.4,-1,2.4,0.1,-0.1
O=c1cc2c(nn1Cc1ccc(F)cc1)-c1ccccc1CC2,-4,-2,-0.7,-9,-7,1,-1.4,-2,0.2,-1.1,2.6
CCCCOc1ccc(N2CC(C(=O)NCc3ccco3)CC2=O)cc1 (stereo not drawn),-1,-2,-1.3,-4,4,1,-0.5,-2,1.2,-0.3,-0.5
Cc1ccc(CN2CCNC(=O)C2CC(=O)N(C)C2CCOCC2)cc1 (stereo not drawn),-19,-11,-1.1,-40,-2,-1,2.1,0,-4.0,0.9,-0.5
CC(NC(=O)c1ccccc1Br)c1ccc2c(c1)CCCC2 (stereo not drawn),8,-5,-1.3,5,6,0,-1.1,-1,1.9,-1.1,0.5
Cc1ccc(-n2c(SCC(=O)Nc3cccc4ccccc34)nnc2-c2cccs2)cc1,3,2,-1.3,4,0,-1,0.4,2,-2.1,-1.4,·
CCOC(=O)C1CCN(S(=O)(=O)c2cn(C)c(C)n2)CC1,0,1,-0.5,-4,1,-1,-0.9,0,6.4,0.8,-0.5
Cn1c(=O)c2c(nc(SCC(=O)N3c4ccccc4CCc4ccccc43)n2C)n(C)c1=O,2,-3,-1.1,-1,-4,4,0.1,-3,-1.5,-0.7,-0.2
COc1ccc(Nc2c[nH]c(=O)[nH]c2=O)cc1,-4,0,-1.2,-1,-3,0,1.5,2,-2.7,0.3,-0.2
O=C(c1ccc(N2CCCC2)c([N+](=O)[O-])c1)N1CCc2ccccc2C1,3,0,-1.3,-2,2,0,-0.5,-1,-2.7,-2.5,0.0
Cc1ccc(F)cc1NC(=O)CSCc1nc2sc(C)c(C)c2c(=O)[nH]1,-31,-7,-0.6,-30,5,-5,1.1,0,-0.6,-2.6,1.5
CC(C)C(NC(=O)c1cccc(S(=O)(=O)N2CCOCC2)c1)C(=O)NCCc1ccccn1 (stereo not drawn),0,-5,0.7,-2,1,-1,0.1,-3,-1.4,0.2,-0.4
CCn1nc(C(=O)OCC(=O)N2CCc3ccccc32)c2ccccc2c1=O,0,-4,-0.9,1,-2,2,-0.7,6,2.0,-0.8,-0.7
Cc1cc(Cl)ccc1OCC(=O)Nn1c(C)ccc1C,-5,-1,-1.1,-1,-3,3,1.1,4,-1.0,0.0,0.9
COC(=O)[C@]12C[C@H](CC(=O)NCc3cccc(C(F)(F)F)c3)C(=O)N(Cc3ccccc3)C1=C[C@H](C1CCCC1)O[C@@H]2C,3,6,-1.3,8,-2,0,-1.1,-3,1.1,-0.9,·
Cc1cccc(-n2c(C)cc(/C=N/n3cnnc3)c2C)c1,-2,0,-0.5,-3,-2,0,-1.5,2,-1.9,-0.4,1.1
O=C(Nc1ccccc1)N1CCN(C2c3ccccc3-c3ccccc32)CC1,-3,-2,-1.3,-8,0,5,0.7,0,-0.6,-0.1,-0.3
COc1ccc(NS(=O)(=O)c2cccc(C(=O)NC3CCC(O)CC3)c2)cc1 (stereo not drawn),-2,-7,-1.6,-10,1,-1,-0.3,-2,-3.5,-1.0,-0.6
O=C(CSc1ncccc1-c1nc2ccccc2[nH]1)N1CCN(c2ccccc2F)CC1,-242,-313,-0.4,-347,7,-4,2.2,3,2.3,-1.6,-0.2
Cc1[nH]n(-c2ccccc2)c(=O)c1/C=N/Nc1nncc(-c2ccccc2)n1,-155,-61,-1.3,-155,·,-12,-0.6,-1,-6.4,-3.2,-3.2
COc1cc(C(=O)Nc2cc(S(=O)(=O)N3CCOCC3)ccc2N2CCOCC2)cc(OC)c1C,-4,-2,-1.1,-5,1,13,-0.3,-2,0.6,0.4,-0.1
CCC(C)NC(=O)c1c(C)cc(=O)oc1C (stereo not drawn),3,-5,-1.5,1,4,4,-2.0,-2,-1.4,0.1,1.3
CC(C)(C)NC(=O)C(CCc1ccccc1)n1c(=O)c(-c2cc3ccccc3[nH]2)nc2ccccc21 (stereo not drawn),i,-63,-0.1,i,-3,-2,4.3,-4,-0.9,-1.8,·
O=C(CN1CCc2ccccc21)NCc1ccc2c(c1)OCO2,1,0,-0.6,0,-1,-2,2.7,3,0.8,-0.2,-0.7
COCCNC(=S)N(Cc1cccnc1)Cc1ccc(OC)c(OC)c1,1,-2,-1.3,1,-6,1,-3.0,0,-0.5,0.3,-0.7
Cc1c(C(=O)NC2=NCCS2)oc2ccccc12,-7,-4,2.7*,-4,1,-1,19*,4,14*,5.3*,1.1
CCOC(=O)c1c(S(=O)(=O)NCC(=O)N2CCN(c3ccc(F)cc3)CC2)c(C)n(C)c1C,3,2,-1.1,-4,-4,0,-1.1,1,1.3,-0.3,1.2
Cc1sc(NC(=O)C2CCCCC2C(=O)O)c(C(N)=O)c1-c1ccccc1 (stereo not drawn),0,1,-1.2,-1,-3,-6,2.1,1,0.9,0.8,4.1
Cc1cc(C)cc(NC(=O)C2CCCN2C(=O)Oc2ccccc2)c1 (stereo not drawn),5,5,-1.2,5,-5,1,0.3,-3,0.2,0.0,0.7

# Already shown: entries from further up.
SMILES,PLCg1 inh,ADAM17 inh,ssDAF-12 act,PLC-beta3 inh,Rev-erbA mod,MBD2 DNA inh,hcDAF-12 act,SMARCA2 act,hgDAF-12 ag,DAX1 inh-1,DAX1 inh-2
CC(C)(C)NC(=O)C(CCc1ccccc1)n1c(=O)c(-c2cc3ccccc3[nH]2)nc2ccccc21 (stereo not drawn),i,-63,-0.1,i,-3,-2,4.3,-4,-0.9,-1.8,·
O=C(CN1CCc2ccccc21)NCc1ccc2c(c1)OCO2,1,0,-0.6,0,-1,-2,2.7,3,0.8,-0.2,-0.7
COCCNC(=S)N(Cc1cccnc1)Cc1ccc(OC)c(OC)c1,1,-2,-1.3,1,-6,1,-3.0,0,-0.5,0.3,-0.7
Cc1c(C(=O)NC2=NCCS2)oc2ccccc12,-7,-4,2.7*,-4,1,-1,19*,4,14*,5.3*,1.1
CCOC(=O)c1c(S(=O)(=O)NCC(=O)N2CCN(c3ccc(F)cc3)CC2)c(C)n(C)c1C,3,2,-1.1,-4,-4,0,-1.1,1,1.3,-0.3,1.2
Cc1sc(NC(=O)C2CCCCC2C(=O)O)c(C(N)=O)c1-c1ccccc1 (stereo not drawn),0,1,-1.2,-1,-3,-6,2.1,1,0.9,0.8,4.1
Cc1cc(C)cc(NC(=O)C2CCCN2C(=O)Oc2ccccc2)c1 (stereo not drawn),5,5,-1.2,5,-5,1,0.3,-3,0.2,0.0,0.7

# Next section:
SMILES,PLCg1 inh,ADAM17 inh,ssDAF-12 act,PLC-beta3 inh,Rev-erbA mod,MBD2 DNA inh,hcDAF-12 act,SMARCA2 act,hgDAF-12 ag,DAX1 inh-1,DAX1 inh-2
Cc1ccc(Cn2c(Sc3nccc(C)n3)nc3c2c(=O)[nH]c(=O)n3C)cc1,1,-4,-1.1,3,-8,1,-1.3,1,-1.1,0.6,0.3
N#Cc1cc2cc3ccccc3nc2n2c(=O)c3ccccc3nc12,-38,-5,-1.3,-59,-19,-5,-0.1,7,2.0,-0.3,0.4
Cc1cc(C)c(S(=O)(=O)Nc2nnc(C)s2)c(C)c1,4,-1,-0.7,-1,-4,-2,-0.8,1,1.4,0.3,0.8
COc1cc(/C=C/C(=O)O)cc(S(=O)(=O)Nc2ccc3nc(C)sc3c2)c1OC,-5,-1,-1.1,-11,3,0,-1.2,-4,1.1,0.1,3.2
CC(C)(C)NC(=O)Cn1cnc([N+](=O)[O-])n1,-1,-7,-1.2,0,0,-6,-2.0,-4,-0.4,0.3,-0.1
CCC1C(O)=C(c2ccccn2)C(=N)N1c1ccccc1 (stereo not drawn),-22,-9,-1.3,-21,0,2,3.6,5,-0.2,0.1,-0.1
CCc1nnc(SCC(=O)Nc2ccc(C(C)=O)cc2)nc1CC,-2,-2,-1.4,-4,0,0,-1.3,0,2.7,-0.7,0.1
O=C(OCCNc1ccc(C(F)(F)F)cc1[N+](=O)[O-])c1cc2ccccc2oc1=O,0,-1,-1.2,0,3,-7,-1.4,0,-0.3,-0.2,3.5
Cc1ccc(S(=O)(=O)Nc2ccc(C(=O)NCc3ccccn3)cc2)cc1,-2,-4,-1.4,-3,-2,-1,-1.2,0,-1.2,0.9,0.8
COc1ccc(OC)c(-c2nn(-c3ccccc3)cc2C(=O)NCC2CCCO2)c1 (stereo not drawn),0,-1,-0.9,-3,-2,1,1.3,0,-3.7,-0.1,0.5
CC(=O)OC(c1nc2ccccc2c(=O)n1C1CC2(OC1=O)c1ccccc1N1C(=O)C(C)(C)N(O)C12)C(C)C (stereo not drawn),-3,4,-1.5,-1,-2,-3,-3.0,0,-1.9,-1.8,-0.6
OC[C@@H](O)[C@@H](O[C@H]1O[C@H](CO)[C@@H](O)[C@H](O)[C@H]1O)[C@H](O)[C@@H](O)CO,0,0,-0.6,3,-3,-5,-2.0,-4,1.4,-0.7,-0.7
